HTT ATP protect – protects HTT-Q103 PC12 cells, measured by ATP; AID 1471; Potency, µM (doses to about 56.4 µM), for inactives: cytoprotection (ATP increase), most hits filed as activators; PC12 HTT-Q103 induced, cytoprotection, ATP luminescence, 40 h; actives 0.14% (n = 230,000);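 note: potency is the fitted concentration of half-maximal effect; % of control where 0% means no effect; nearly all actives have a fitted effect of over 45% in size; toxic huntingtin expression switched on by the ecdysone agonist tebufenozide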
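Compounds added alongside 100 nM tebufenozide, which induces toxic Q103 huntingtin exon 1-GFP in stable PC12 cells; surviving cells quantified by luminescent ATP measurement. Medium: phenol red-free DMEM, 5% equine and 5% calf serum.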
GAA inhib – blocks human lysosomal alpha-glucosidase; purified human GAA, 4-MU-alpha-glucoside fluorescence; P10253; Potency, µM (top dose mostly 76.9 µM), inactives show at the highest dose activity change, negative = inhibition, actives largely listed as inhibitors; actives 0.005% (n = 200,000);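 note: potency is the fitted concentration of half-maximal effect; plate controls were uninhibited enzyme wells for no effect and no-enzyme background for full effect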
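Human enzyme at 4 nM with 400 uM 4-methylumbelliferyl-alpha-D-pyranoside, citrate/phosphate buffer pH 5.0, 0.005% Tween-20, 20 min at room temperature. Compounds up to 77 uM. 4-MU fluorescence (Ex 365/Em 440) read after NaOH/glycine stop; AC50 from Hill fit.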
GAA spleen mod – inhibitors or activators of human alpha-glucosidase in spleen homogenate. P10253. human spleen homogenate, 4-MU-alpha-glucoside fluorescence. Potency, µM (top dose mostly 79.9 µM), for inactives: at the top dose activity change, negative = inhibition, actives largely listed as inhibitors. actives 0.006% (n = 240,000). AID 2112;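 note: potency is the fitted concentration of half-maximal effect; 0% = enzyme with vehicle and -100% = no enzyme basal signal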
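Human spleen homogenate (1 ug) with 4-methylumbelliferyl-alpha-D-glucopyranoside (1 mM final) in 50 mM citrate/phosphate pH 5.0, 0.01% Tween-20; 40 min at 37 C. Stopped at pH 10; 4-MU fluorescence Ex 365/Em 440 nm; AC50 by Hill fit.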
HTT aggregate – inhibitors of mutant huntingtin aggregate formation in PC12 cells; PC12 HttQ103-GFP aggregates, Acumen cytometry, 40 h; Potency, µM (doses to about 46.1 µM), without a hit: top-dose activity change, negative = inhibition, most hits filed as inhibitors; actives 1.1% (n = 220,000); AID 1688; note: potency is the fitted concentration of half-maximal effect; % is set by controls: 0 for no effect and ±100 for the full control effect; nearly all actives have a fitted effect of over 60% in size
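Compounds (qHTS titration) were added to PC12 cells expressing an ecdysone-driven HTT exon 1 Q103–GFP fusion after induction with 100 nM tebufenozide. Aggregate formation was measured as GFP objects in cell lysates.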
GAA glycogen mod – inhibitors or activators of human alpha-glucosidase glycogen cleavage; P10253; recombinant GAA, glycogen substrate, Amplex Red glucose oxidase fluorescence; Potency, µM (highest dose often 76.4 µM), for the others: top-dose activity change, negative = inhibition, actives largely listed as inhibitors; actives 0.38% (n = 300,000); AID 2100;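 note: potency is the fitted concentration of half-maximal effect; 0% = full enzyme reaction and -100% = no-enzyme basal signal; the screen sought inhibitors and activators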
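Recombinant enzyme (4 nM final) with compounds titrated up to 77 uM and bovine liver glycogen (30 ug) in citrate pH 5.0, 0.01% Tween-20, 37 C 40 min. Released glucose detected by Amplex Red/glucose oxidase (Ex 573/Em 610); AC50 from Hill fits.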
CBFb-RUNX1 inh – CBF-beta/RUNX1 interaction disruption; 230,000 tested, under 10 active; AID 1477; Q01196+Q13951; Potency, µM (highest dose often 59.8 µM), without a hit: at the highest dose activity, negative = inhibition, most hits filed as inhibitors; AlphaScreen CBFb-His/RUNX1-biotin binding, biochemical; note: % of control where 0% means no effect
Target sequence (Q01196 whole entry, looked up): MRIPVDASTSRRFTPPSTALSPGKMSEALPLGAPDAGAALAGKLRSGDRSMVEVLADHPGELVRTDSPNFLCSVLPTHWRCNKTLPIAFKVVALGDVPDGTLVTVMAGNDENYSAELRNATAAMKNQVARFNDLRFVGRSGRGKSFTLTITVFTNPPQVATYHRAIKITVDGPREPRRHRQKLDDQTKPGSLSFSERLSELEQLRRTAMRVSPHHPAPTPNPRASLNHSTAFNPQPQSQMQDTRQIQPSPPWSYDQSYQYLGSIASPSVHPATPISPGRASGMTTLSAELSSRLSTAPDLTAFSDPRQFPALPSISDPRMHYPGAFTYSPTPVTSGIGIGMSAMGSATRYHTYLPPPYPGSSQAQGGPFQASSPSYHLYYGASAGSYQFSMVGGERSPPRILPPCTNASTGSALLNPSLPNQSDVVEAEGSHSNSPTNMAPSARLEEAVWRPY
Target sequence (Q13951 whole entry, looked up): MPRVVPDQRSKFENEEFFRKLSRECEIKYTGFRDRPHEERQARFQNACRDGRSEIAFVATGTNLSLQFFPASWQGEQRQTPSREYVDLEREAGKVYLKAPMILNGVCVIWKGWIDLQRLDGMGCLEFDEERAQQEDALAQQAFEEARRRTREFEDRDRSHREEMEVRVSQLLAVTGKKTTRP
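Interaction loss through any mechanism counts as activity. Pre-formed complex of His-CBF-beta and biotin-RUNX1 (30 nM apiece) is incubated with compound 15 min, then with 50 ng nickel and 50 ng streptavidin beads for 90 min before AlphaScreen detection.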
LMNA splice mod – modulators of lamin A splicing; HeLa LMNA splicing GFP/RFP minigene ratio, 48 h; Potency, µM (top dose mostly 46.1 µM), inactives show at the top dose ratio change, negative = inhibition, hits mostly inhibitors; actives 0.01% (n = 200,000); AID 1487; active = well fitted inhibition curve with a large enough effect in the signal ratio, with a control signal flat, not every such curve was filed as active; inconclusive = small, poorly fitted or top-dose-only effect, or effect the other way, or a change in a side signal; the % refers to the signal ratio; note: potency is the fitted concentration of half-maximal effect; % is set by controls: 0 for no effect and ±100 for the full control effect
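S3 HeLa stable clones carrying a lamin A-EGFP splicing minigene plus DsRed2 were seeded at 600 cells/well in Opti-MEM with 2% FBS, pin-dosed and incubated 48 h at 37°C. Acumen cytometry (488 nm) gave the GFP/RFP total-intensity ratio.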
* hit, by the source's call; ? = inconclusive; nt = not tested or not shown; & = joins results of further samples; [ ] = remark or other dose. Unless noted, calls come from the whole dose curve; as a rule, active = well fitted curve in the direction sought with a large enough effect; inconclusive = small, poorly fitted or top-dose-only effect, or another doubt; inactive = no such curve, though single readings can be large; an effect the other way counts as inactive or inconclusive.

No.	canonical_smiles	HTT aggregate	GAA glycogen mod	GAA inhib	HTT ATP protect	GAA spleen mod	LMNA splice mod	CBFb-RUNX1 inh
1	C=CCN1C(=O)C(C)NC1=S (stereo not drawn)	-4.1%[9.22 µM]	-29.5%	nt	6.2%[10 µM]	-2.1%	nt	28.9%
2	FC(F)(F)c1ccc(CN2C[C@@H]3C(c4ccc(Cl)nc4)C4(c5cccnc5)CC3(C4)[C@H]2c2ccccc2)cc1 (stereo partly drawn)	37.7%[9.22 µM]	-9.5%	nt	-55.2%[inhibitor]	-0.8%&0.2%	nt	6.2%&13.7%
3	CCCCCCOC(=O)C(C#N)c1nc2ccccc2nc1N1CCN(CC)CC1 (stereo not drawn)	?	-7.8%	-11.1%	-59.2%[inhibitor][0.074 µM]	-2.6%	?	-17.2%
4	Cc1ccc(C(=O)Nc2nc(COc3ccccc3)cs2)s1	?	-5.9%	-1.2%	-67.6%[inhibitor]	1.5%	?	0.8%
5	CCCc1nc2c(C)cc(C)cc2c(N)c1CC	22.9%	-3.1%	-0.5%	-6.0%[10 µM]	1.2%	-10.6%	9.3%
6	CCOC(=O)c1c(C)[nH]c(C(=O)COC(=O)c2ccncc2)c1C	19.6%	9.9%	-1.9%	-0.2%[10 µM]	3.9%	?	4.4%
7	Cc1ccc(OCCCCNC2CCCCC2)c(C)c1	12.6%	-3.9%	-4.7%	nt	-7.8%	nt	?
8	CCCCNC(=O)C1CC(c2cccc([N+](=O)[O-])c2)=NO1 (stereo not drawn)	-2.4%	-0.5%	0.0%	-14.4%	7.9%	8.8%	4.4%
9	O=C1C=CC(O)(c2cc(=O)c3c(O)cc(O)cc3o2)C=C1	?	0.9%	-9.9%	nt	-2.8%	?	6.7%[2.36 µM]
10	Cc1ccc2c(c1)-c1c(cnn1CC(=O)N(CCC#N)c1ccccc1)CO2	-4.5%	9.9%	0.1%	-14.6%	-4.0%	-7.2%	-3.9%
11	COCCSc1ccccc1C(=O)NCCc1ccccc1	8.9%[9.22 µM]	-6.3%	4.5%	-33.5%[inhibitor][1.9 µM]	4.7%	nt	-1.9%
12	N#CC1=C(S)N=C(N)C(c2nc(-c3ccccc3)cs2)C12CCCCC2 (stereo not drawn)	27.7%	-3.1%	-6.2%	?	-3.8%	?	?
13	CN=C(C)/C(C(=O)OC)=C(/O)c1ccc(Cl)cc1Cl	-10.7%[9.22 µM]	0.4%	-1.3%[15.4 µM]	12.5%[10 µM]	-4.1%	nt	5.5%
14	Cc1[nH]c2ccccc2c1C(=O)C(=O)NCCOc1ccccc1	-5.2%	3.5%	-3.2%	7.4%	1.7%	nt	2.6%
15	c1ccc2c(c1)NC(c1ccncc1)n1c-2nc2ccccc21 (stereo not drawn)	3.1%	-24.8%	-15.8%[15.4 µM]	-33.5%	8.5%	-5.8%	3.7%
16	CCOC(=O)c1c(-c2ccc(F)cc2)csc1NC(=O)CCN1CCOCC1	?	-4.5%	-3.5%	4.6%[10 µM]	4.0%	-7.0%	-6.6%
17	CC1=CCC2C(=O)N(c3nc4ccccc4n3C)C(=O)C2C1 (stereo not drawn)	9.3%	7.1%	-14.4%	-14.1%[0.074 µM]	-5.6%	1.1%	-18.9%
18	CCCCNc1c([N+](=O)[O-])ncn1C	-14.6%[9.22 µM]	10.0%	nt	-12.4%[10 µM]	3.0%	nt	-0.7%
19	COC(=O)C1=CNC=C(C(=O)OC)C1c1ccc(C(=O)OC)cc1	14.7%	0.8%	?	-24.7%	?	-9.3%	?
20	COCCNC(=O)/C(C#N)=C1\N=C(N)c2ccccc21	?	0.9%	0.4%	10.3%[10 µM]	-0.7%	-7.0%	0.0%
21	O=C(O)/C(=C\c1ccc(Cl)c([N+](=O)[O-])c1)c1ccc(S(=O)(=O)N2CCCCC2)s1	7.3%	2.4%	-10.0%	-5.8%[10 µM]	2.9%	-10.4%[46 µM]	2.3%
22	Cc1ccc(NC(=O)CCSc2ccccc2)c(C)c1	-2.2%	-14.2%	-3.1%	-29.1%	7.2%	10.4%[46 µM]	7.4%
23	CCCCCCCCCCCCCCSCC(=O)O	nt	nt	nt	-27.7%	-5.7%&-15.0%	?	-3.9%&-0.6%
24	CC1(C)C2CCC13CS(=O)(=O)N[C@@H]3C2 (stereo partly drawn)	-21.1%	3.4%	1.8%	5.9%	-7.4%	6.8%	-0.4%
25	O=c1c(Cl)c(N2CCN(S(=O)(=O)c3ccc(F)cc3)CC2)cnn1-c1cccc(Cl)c1	-8.3%	0.2%	-15.9%	-7.6%	-11.9%	-1.3%	-4.5%
26	Cc1ccc(S(=O)(=O)N/N=C/c2cc([N+](=O)[O-])ccc2O)cc1[N+](=O)[O-]	12.9%	-5.5%	-11.6%	10.4%[10 µM]	6.8%	?	-24.3%
27	COc1ccc(-n2cc(CNCCc3ncc(C)[nH]3)c(-c3ccccc3Cl)n2)cc1	9.3%[9.22 µM]	7.08µM*	-2.5%	-18.6%[10 µM]	-2.0%	?	-16.2%
28	CCC(C)c1ccccc1OCCOCCN1CCCC1 (stereo not drawn)	?	8.3%	-10.2%	-7.0%[10 µM]	-5.1%	0.3%	-6.2%
29	CCOC(=O)C1=C(C)NC(=S)NC1c1ccc(-c2cccc(Cl)c2C)o1 (stereo not drawn)	-16.5%	-5.3%	0.6%	-8.4%	-6.6%	?	-3.2%
30	Cc1cc(N)n(-c2ccccc2)n1	-1.1%	6.8%	6.4%	-30.4%	-14.3%	10.3%	6.1%
31	Cc1cccc(NC(=S)N2CCC(c3nc4ccccc4o3)CC2)c1C	-5.8%	-14.9%	-1.3%	-22.6%	-5.0%	-1.8%	-6.4%
32	CCc1oc2ccccc2c1C(=O)CCN1CCCCC1	-7.4%	-5.2%	-8.2%	-0.8%[10 µM]	-1.0%	-18.7%	6.5%
33	CCn1nc(C(=O)OC2CCOC2=O)c2ccccc2c1=O (stereo not drawn)	-15.4%	5.3%	?	-21.7%[10 µM]	-2.5%	0.2%	1.6%
34	COc1cccc(-c2[nH]nc3c2C(c2ccsc2)C(C#N)=C(N)O3)c1 (stereo not drawn)	9.7%	-12.7%	0.2%	-16.2%	-5.2%	15.4%	-13.1%
35	COc1cccc(C(=O)NCCC2=CCCCC2)c1OC	-14.9%	5.3%	-0.3%	11.4%	-1.0%	-3.1%	5.8%
36	CC(=O)NCC(=O)OC(C(=O)c1ccccc1)c1ccc(Cl)cc1 (stereo not drawn)	7.3%	3.5%	2.1%	nt	-1.3%	-5.2%	0.2%
37	CC1(C)CC(NS(=O)(=O)c2ccccc2)CC(C)(C)N1	12.5%	1.0%	2.7%	12.6%	0.5%	4.3%	1.5%
38	CC(C(=O)NCC1CCCCC1)N(C)CC(=O)Nc1ccc(N2CCOCC2)cc1 (stereo not drawn)	-0.5%	-15.3%	-4.6%	-25.2%	-4.2%	nt	7.4%
39	COc1ccccc1CN1C[C@@H]2C[C@@H](c3cccc(C)n3)N3CCC[C@@]23C1=O	15.1%[9.22 µM]	16.4%	10.5%	-2.0%[10 µM]	6.8%	10.8%[46 µM]	7.0%
40	O=S(=O)(c1cccc2cccnc12)N1CCCc2ccccc21	-11.7%[9.22 µM]	-7.3%	nt	2.3%[10 µM]	1.9%	nt	0.6%
41	COc1ccccc1N1CCN(C(=O)c2cc(-c3ccc(Br)cc3)on2)CC1	-3.2%	-8.7%	-10.7%[15.4 µM]	-1.1%	2.9%	-3.8%	-0.7%
42	COc1cccc(NC(=S)Nc2cc(C)cc(C)n2)c1	-13.9%[9.22 µM]	-2.4%	1.1%[15.4 µM]	-4.8%[10 µM]	3.1%	nt	-6.9%
43	O=C(O)c1cccc(CN2C(=O)SC(Nc3ccccc3)C2=O)c1 (stereo not drawn)	-7.0%	-5.4%	0.5%	1.1%[0.074 µM]	2.1%	4.3%	7.5%
44	COc1ccc(C2C(C#N)=C(N)OC3=C2C(=O)CC(C)(C)C3)cc1 (stereo not drawn)	-8.9%[9.22 µM]	-11.4%	13.4%	11.7%[10 µM]	-15.3%	7.5%[46 µM]	6.9%
45	O=C(Cn1ccc(=O)[nH]c1=O)Nc1ccc(C(=O)O)c(O)c1	13.6%[9.22 µM]	-9.5%	-3.9%	2.9%&-14.6%[10 µM]	-6.3%	-0.2%[46 µM]	23.5%
46	O=C1N=C(N2CCOCC2)S/C1=C1\C(=O)N(Cc2ccccc2)c2ccccc21	7.3%	8.6%	-5.4%	-19.0%	-22.3%	8.2%	-2.9%
47	C/C=C(\C)CN1CCN(c2ccc(C)cc2)CC1	-3.5%[9.22 µM]	0.2%	-2.2%	17.2%	-3.6%	22.6%	-3.8%
48	Cc1cc(C)c(Nc2ncccc2C(=O)O)c(C)c1	-4.3%[9.22 µM]	19.2%	?	4.7%[10 µM]	0.6%	?	0.3%
49	CCN(CC(=O)NCc1cccs1)S(=O)(=O)c1ccc(NC(C)=O)cc1	12.0%	2.7%	1.3%	-15.6%	1.1%	-4.3%[46 µM]	-6.3%
50	CC(=O)c1ccc(NC(=O)CSc2nccn2CCc2ccccc2)cc1	-0.7%	4.9%	-5.7%	13.0%	-2.4%	?	-5.4%

Quoted at random: 2 compounds from above.
No.	canonical_smiles	HTT aggregate	GAA glycogen mod	GAA inhib	HTT ATP protect	GAA spleen mod	LMNA splice mod	CBFb-RUNX1 inh
44	COc1ccc(C2C(C#N)=C(N)OC3=C2C(=O)CC(C)(C)C3)cc1 (stereo not drawn)	-8.9%[9.22 µM]	-11.4%	13.4%	11.7%[10 µM]	-15.3%	7.5%[46 µM]	6.9%
47	C/C=C(\C)CN1CCN(c2ccc(C)cc2)CC1	-3.5%[9.22 µM]	0.2%	-2.2%	17.2%	-3.6%	22.6%	-3.8%
